Compound activity (PubChem)
B2AR arrestin ag – beta-arrestin recruitment by human beta2-adrenergic receptor ligands. HTLA Tango cells, beta-arrestin recruitment, luciferase luminescence, 18 h. Potency, µM (series often up to 46.1 µM), without a hit: at the highest dose activation, actives largely listed as activators. 44,000 tested, under 10 active. AID 1347077;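 note: potency is the fitted concentration of half-maximal effect; 0% = DMSO and full agonism = EC100 isoproterenol or metaproterenol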
Target sequence (P07550 whole entry, looked up): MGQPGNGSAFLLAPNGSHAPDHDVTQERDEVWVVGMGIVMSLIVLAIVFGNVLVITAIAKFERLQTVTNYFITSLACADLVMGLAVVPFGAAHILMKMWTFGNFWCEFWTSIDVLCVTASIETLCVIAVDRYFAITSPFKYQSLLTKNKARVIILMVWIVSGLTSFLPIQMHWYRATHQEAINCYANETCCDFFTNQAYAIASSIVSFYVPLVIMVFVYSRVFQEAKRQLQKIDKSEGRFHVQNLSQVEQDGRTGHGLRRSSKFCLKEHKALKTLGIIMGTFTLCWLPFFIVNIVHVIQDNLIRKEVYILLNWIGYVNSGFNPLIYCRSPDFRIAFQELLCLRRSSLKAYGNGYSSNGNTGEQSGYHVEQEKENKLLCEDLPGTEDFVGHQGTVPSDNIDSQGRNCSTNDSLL
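Ligand-induced beta-arrestin recruitment to recombinant beta2-AR is measured via a tTA-driven luciferase reporter in Tango cells after 18 hr compound exposure at 37 degrees C. Concentrations span up to 46 microM.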
NTMT1 inhibitor – inhibitors of human N-terminal methyltransferase NTMT1; Potency, µM (titrated, usually from 114 µM), inactives show at the top dose activity change, negative = inhibition, actives largely listed as inhibitors; 59,000 compounds, 2.5% hits; NTMT1 MTase-Glo SAH luminescence, purified enzyme; Q9BV86;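 note: potency is the fitted concentration of half-maximal effect; plate controls were DMSO vehicle for no effect and no enzyme for full effect; nearly all actives have a fitted effect of over 65% in size; many of its hits are not listed in these tables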
Target sequence (Q9BV86 whole entry, looked up): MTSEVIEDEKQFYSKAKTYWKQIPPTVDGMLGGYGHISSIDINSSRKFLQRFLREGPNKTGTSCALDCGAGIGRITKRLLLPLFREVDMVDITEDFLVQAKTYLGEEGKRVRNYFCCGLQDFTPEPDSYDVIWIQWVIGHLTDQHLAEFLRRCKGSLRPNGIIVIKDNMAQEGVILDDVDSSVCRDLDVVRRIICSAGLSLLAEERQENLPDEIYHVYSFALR
FH mod – Identification of activators of human fumarate hydratase by quantitative high-throughput screening; Fumarate hydratase, mitochondrial (Homo sapiens), P07954; 54,000 compounds, 0.22% hits; Potency, µM (highest dose often 79.9 µM), for the others: top-dose activity change, negative = inhibition, usual class: inhibitors; FH coupled MDH/diaphorase resazurin fluorescence, 15 min; AID 1347055, 2019; note: potency is the fitted concentration of half-maximal effect; % is set by controls: 0 for no effect and ±100 for the full control effect; the screen sought activators but most active calls are inhibition curves; nearly all actives have a fitted effect of over 45% in size
p53null 39C tox – p53 null cell cytotoxicity, nonpermissive temperature | H1299 p53-null (neo) cells, 39C, ATPlite viability, 24 h | Potency, µM (titrated, usually from 46.1 µM), for the others: at the top dose activity, negative = cell killing, actives largely listed as cytotoxic | 55,000 compounds, 0.97% hits | AID 904;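 note: potency is the fitted concentration of half-maximal effect; 0% = DMSO only and -100% = full killing by 100 µM tamoxifen; nearly all actives have a fitted effect of over 50% in size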
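ATP-luminescence viability readout (ATPlite, 20 min RT) after 24 hr compound treatment at 39C of H1299-neo or H1299-p53A138V cells; titration up to 46 uM; normalized to DMSO and 100 uM tamoxifen; Hill-fit AC50.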
TSG101-PTAP inh – TSG101-PTAP interaction inhibition, HIV-1 budding | Fluorescence polarization, FITC-PTAP peptide/Tsg101, 20 min | Potency, µM (top dose mostly 115 µM), without a hit: at the highest dose activity change, negative = inhibition, hits mostly inhibitors | 44,000 tested, under 10 active; note: potency is the fitted concentration of half-maximal effect; 0% is about no effect
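The Tsg101 binding domain, at 10 uM final, is mixed with compound and a FITC peptide bearing the PTAP motif (50 nM final). After 20 min at r.t., polarization is measured; actives defined by CRC class, efficacy cut-off 60% inhibition.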
GALK inh – inhibitors of human galactokinase (GALK); AID 1347072; recombinant GALK, Kinase-Glo ATP luminescence, 1 h; 44,000 tested, under 10 active; Potency, µM (top dose mostly 57.5 µM), for the others: top-dose activity, negative = inhibition, usual class: inhibitors; P51570;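 note: plate controls were full GALK reaction for no effect and reaction lacking GALK for full effect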
Target sequence (P51570 whole entry, looked up): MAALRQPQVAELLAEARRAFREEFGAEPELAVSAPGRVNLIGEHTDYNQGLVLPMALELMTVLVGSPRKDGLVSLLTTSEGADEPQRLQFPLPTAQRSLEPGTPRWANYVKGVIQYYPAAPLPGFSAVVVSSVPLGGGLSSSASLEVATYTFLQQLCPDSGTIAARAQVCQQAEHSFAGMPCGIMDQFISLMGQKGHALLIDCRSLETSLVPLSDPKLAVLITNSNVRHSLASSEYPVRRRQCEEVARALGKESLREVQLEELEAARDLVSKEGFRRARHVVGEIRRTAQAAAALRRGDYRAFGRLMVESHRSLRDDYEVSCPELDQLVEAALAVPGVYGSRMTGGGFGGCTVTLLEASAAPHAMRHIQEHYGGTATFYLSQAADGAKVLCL
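Compounds were pinned into ATP buffer, then GALK-galactose mix was added (final 5 nM enzyme, 35 uM ATP, 100 uM galactose, pH 8.0). After 1 h at room temperature, Kinase-Glo Plus was added and luminescence read.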
p53null 32C kill – selectivity test: cytotoxicity in p53 null cells, permissive temperature. H1299-neo p53 null cells, ATP luminescence, 24 h, 32C. Potency, µM (doses to about 46.1 µM), for inactives: at the highest dose activity change, negative = cytotoxicity, actives largely listed as cytotoxic. 55,000 compounds, 0.62% hits;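 note: potency is the fitted concentration of half-maximal effect; 0% = DMSO only and -100% = full killing by 100 µM tamoxifen; nearly all actives have a fitted effect of over 55% in size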
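Cells lacking p53 (H1299-neo) are plated at 600 per well and allowed to settle overnight at 37C. Test compounds (up to 46 uM) are added and held 24 hours at 32C, then ATP is quantified by luminescence.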
Starred values were filed as active, the others as inactive; [ ] = dose if it differs, or a comment. Calls come from the whole dose curve; as a rule, active = well fitted curve in the direction sought with a large enough effect; inconclusive = small, poorly fitted or top-dose-only effect, or another doubt; inactive = no such curve, though single readings can be large; an effect the other way counts as inactive or inconclusive.

Screening CCOc1ccccc1N(C)C(=O)Cn1cnc2sc(C)c(S(=O)(=O)N3CCC(C)CC3)c2c1=O returned B2AR arrestin ag 0%, NTMT1 inhibitor -2%, FH mod 0%, p53null 39C tox 32%[activator], TSG101-PTAP inh 0%, GALK inh 6% and p53null 32C kill 8%.
Screening CCN(C(=O)CSc1nc2ccccc2nc1Cc1ccccc1OC)c1ccccc1 returned B2AR arrestin ag 1%, NTMT1 inhibitor 17%, FH mod -33%, p53null 39C tox 19%, TSG101-PTAP inh -2%, GALK inh 1% and p53null 32C kill 10%.
For O=C(CCCn1c(=O)c2ccccc2n(Cc2cccc(Cl)c2)c1=O)NCCc1ccc(Cl)cc1 the results were B2AR arrestin ag 0%, NTMT1 inhibitor -8%, FH mod 0%, p53null 39C tox inconclusive, TSG101-PTAP inh 1%, GALK inh 1% and p53null 32C kill -13%.
COc1ccc(Cl)cc1NC(=O)N(C)CCc1c(C)nn(C)c1C was read as B2AR arrestin ag 0%, NTMT1 inhibitor 11%, FH mod 9%, p53null 39C tox -9%, TSG101-PTAP inh -7%, GALK inh 1% and p53null 32C kill 5%.
Cc1ccccc1NC(=O)CSc1nc(-c2ccc(F)cc2)c2cccc(C)c2n1 was read as B2AR arrestin ag -2%, NTMT1 inhibitor 11%, FH mod 0%, p53null 39C tox -1%, TSG101-PTAP inh -2%, GALK inh 2% and p53null 32C kill 7%.
CCn1c(C(=O)NCc2ccccc2OC)cc2sccc21 was read as B2AR arrestin ag 1%, NTMT1 inhibitor inconclusive, FH mod -17%, p53null 39C tox -8%, TSG101-PTAP inh -8%, GALK inh -1% and p53null 32C kill -7%.
Screening CN(C)CCNC(=O)CCCn1c(=O)c2cccn2c2ccccc21 returned B2AR arrestin ag 0%, NTMT1 inhibitor 6%, FH mod -11%, p53null 39C tox inconclusive, TSG101-PTAP inh 1%, GALK inh -15% and p53null 32C kill 0%.
Screening COc1cccc(N2C(=O)C(CC(=O)Nc3ccccc3)N(CCc3sccc3C)C2=O)c1 (stereo unspecified) returned B2AR arrestin ag -1%, NTMT1 inhibitor 3%, FH mod -14%, p53null 39C tox -14%, TSG101-PTAP inh -3%, GALK inh 5% and p53null 32C kill 8%.
For CCn1cc(C(=O)N2CCN(c3cccc(C)c3)C(C)C2)c(=O)c2cc(S(=O)(=O)N3CCOCC3)ccc21 (stereo unspecified) the results were B2AR arrestin ag 1%, NTMT1 inhibitor -3%, FH mod -13%, p53null 39C tox 0%, TSG101-PTAP inh -1%, GALK inh 9% and p53null 32C kill 3%.
`COc1ccc(OC)c(NS(=O)(=O)c2ccc3c(c2)CCCN3C(=O)C2CCC2)c1` gave B2AR arrestin ag 0%, NTMT1 inhibitor 2%, FH mod -6%, p53null 39C tox -13%, TSG101-PTAP inh 0%, GALK inh 1% and p53null 32C kill -5%.
`O=C(Nc1ccc(F)cc1)c1ccc(-n2cnc3cccnc32)cc1` gave B2AR arrestin ag 1%, NTMT1 inhibitor 3%, FH mod -7%, p53null 39C tox 27%, TSG101-PTAP inh 1%, GALK inh -3% and p53null 32C kill -2%.
Screening CCC(CC)c1nn2c(=O)cc(COc3ccc(NC(=O)c4ccccc4Cl)cc3)nc2s1 returned B2AR arrestin ag 1%, NTMT1 inhibitor 13%, FH mod -1%, p53null 39C tox inconclusive, TSG101-PTAP inh 1%, GALK inh 9% and p53null 32C kill inconclusive.
O=C(OCc1cc(=O)n2nc(C3CC3)sc2n1)c1cccc(NC(=O)c2ccccc2Cl)c1 was read as B2AR arrestin ag 0%, NTMT1 inhibitor -4%, FH mod -10%, p53null 39C tox 26%, TSG101-PTAP inh -1%, GALK inh 0% and p53null 32C kill 2%.
Cc1cccc(CNC(=O)c2ccc(C)c(-n3c(C)nc4cccnc43)c2)c1 was read as B2AR arrestin ag 1%, NTMT1 inhibitor 25%, FH mod 1%, p53null 39C tox 5%, TSG101-PTAP inh -6%, GALK inh 2% and p53null 32C kill 5%.
For COc1ccc(OC)c(NC(=O)CCNS(=O)(=O)c2cccc3nsnc23)c1 the results were B2AR arrestin ag 0%, NTMT1 inhibitor inconclusive, FH mod -3%, p53null 39C tox inconclusive, TSG101-PTAP inh -1%, GALK inh 7% and p53null 32C kill 4%.
For Cc1ccc(N2C(=O)CS(=O)(=O)C23C(=O)N(Cc2ccccc2C)c2ccccc23)cc1Cl (stereo unspecified) the results were B2AR arrestin ag 1%, NTMT1 inhibitor 10%, FH mod -13%, p53null 39C tox 12%, TSG101-PTAP inh 3%, GALK inh 1% and p53null 32C kill 4%.
For CCCCN(CC)CCCNC(=O)c1cn(C)c(=O)c2c1c1ccccc1n2C the results were B2AR arrestin ag -1%, NTMT1 inhibitor inconclusive, FH mod 0%, p53null 39C tox 1%, TSG101-PTAP inh -3%, GALK inh 1% and p53null 32C kill -6%.
COc1ccc(-c2cn3nc(N4CCC(C(=O)NCc5ccccc5F)CC4)sc3n2)cc1 was read as B2AR arrestin ag 1%, NTMT1 inhibitor 5%, FH mod 2%, p53null 39C tox -11%, TSG101-PTAP inh -2%, GALK inh 4% and p53null 32C kill 2%.
Screening O=C(c1cnc2c(c1)COc1ccccc1-2)c1ccccc1O returned B2AR arrestin ag -2%, NTMT1 inhibitor -14%, FH mod -20%, TSG101-PTAP inh -3% and GALK inh -4%.
Screening CC(C)Oc1ccc(CNC(=O)C2COc3ccccc3C2)cc1 (stereo unspecified) returned B2AR arrestin ag -1%, NTMT1 inhibitor 16%, FH mod 11%, p53null 39C tox -2%, TSG101-PTAP inh -4%, GALK inh -3% and p53null 32C kill -9%.
CC(C)Oc1ccc(CNC(=O)C2CCN(c3nc4ccccc4nc3C(F)(F)F)CC2)cc1 was read as B2AR arrestin ag -1%, NTMT1 inhibitor 6%, FH mod -2%, p53null 39C tox -5%, TSG101-PTAP inh -5%, GALK inh 0% and p53null 32C kill -2%.
O=C(CC(c1cccs1)N1Cc2ccccc2C1=O)Nc1ccc(F)c(Cl)c1 (stereo unspecified) was read as B2AR arrestin ag 0%, NTMT1 inhibitor inconclusive, FH mod 11%, p53null 39C tox -5%, TSG101-PTAP inh -1%, GALK inh 0% and p53null 32C kill -2%.
`COc1ccc(CC(=O)NCCc2csc3nc(-c4ccccc4F)nn23)cc1` gave B2AR arrestin ag 0%, NTMT1 inhibitor -8%, FH mod -3%, p53null 39C tox -3%, TSG101-PTAP inh -1%, GALK inh 1% and p53null 32C kill -6%.
O=C(c1ccc(F)cc1)N1CCc2c([nH]c3ccccc23)C1c1ccc(Cl)cc1 (stereo unspecified) was read as B2AR arrestin ag 0%, NTMT1 inhibitor -2%, FH mod -21%, p53null 39C tox 18%, TSG101-PTAP inh 1%, GALK inh 3% and p53null 32C kill 8%.
COc1cc(CNCc2c(C(=O)O)c(C)n(Cc3cccc(Cl)c3)c2C)cc(OC)c1OC was read as B2AR arrestin ag -3%, NTMT1 inhibitor 7%, FH mod -11%, p53null 39C tox 0%, TSG101-PTAP inh 0%, GALK inh -12% and p53null 32C kill 1%.
CCOc1ccc(OCC)c(NC(=O)c2nnn(Cc3cc(Br)ccc3OC)c2N)c1 was read as B2AR arrestin ag 1%, NTMT1 inhibitor 17%, FH mod -13%, p53null 39C tox -28%, TSG101-PTAP inh -2%, GALK inh 9% and p53null 32C kill -7%.
Cc1ccn2c(Nc3ccc(C(C)C)cc3)c(-c3ccsc3)nc2c1 was read as B2AR arrestin ag -2%, NTMT1 inhibitor 4%, FH mod -10%, p53null 39C tox -4%, TSG101-PTAP inh 0%, GALK inh -5% and p53null 32C kill -7%.
Cc1cccc(CNC(=O)c2ccc3nc(Cc4ccccc4)oc3c2)c1 was read as B2AR arrestin ag 0%, NTMT1 inhibitor -6%, FH mod inconclusive, p53null 39C tox 3%, TSG101-PTAP inh 7%, GALK inh 2% and p53null 32C kill 18%.
O=C(C1CCC1)N1CCCc2cc(S(=O)(=O)N3CCN(c4cccc(Cl)c4)CC3)ccc21 was read as B2AR arrestin ag -1%, NTMT1 inhibitor 8%, FH mod -8%, p53null 39C tox -9%, TSG101-PTAP inh 1%, GALK inh 2% and p53null 32C kill 7%.
`CC(Oc1ccccc1)C(=O)Nc1cccc(-c2cn3cccnc3n2)c1` (stereo unspecified) gave B2AR arrestin ag 0%, NTMT1 inhibitor -2%, FH mod -7%, p53null 39C tox -11%, TSG101-PTAP inh 0%, GALK inh 2% and p53null 32C kill -5%.
For Cc1cc(C)cc(OCC(=O)N(Cc2ccco2)Cc2ccccc2Cl)c1 the results were B2AR arrestin ag -1%, NTMT1 inhibitor -1%, FH mod -15%, p53null 39C tox 40%[activator], TSG101-PTAP inh 1%, GALK inh -12% and p53null 32C kill 34%[activator].
For CCc1ccc(NC(=O)c2ccc(CN3CC(=O)N4CCCCC4C3=O)cc2)cc1 (stereo unspecified) the results were B2AR arrestin ag 0%, NTMT1 inhibitor 5%, FH mod 0%, p53null 39C tox -24%, TSG101-PTAP inh -2%, GALK inh -9% and p53null 32C kill -18%.
For CC1CCN(S(=O)(=O)c2ccc3c(c2)oc(=O)n3CC(=O)N2CCCCC2)CC1 the results were B2AR arrestin ag -1%, NTMT1 inhibitor 10%, FH mod -8%, p53null 39C tox -16%, TSG101-PTAP inh -3%, GALK inh -2% and p53null 32C kill 6%.

Fetched by structure from the entries so far, four records:
Cc1cccc(CNC(=O)c2ccc3nc(Cc4ccccc4)oc3c2)c1 was read as B2AR arrestin ag 0%, NTMT1 inhibitor -6%, FH mod inconclusive, p53null 39C tox 3%, TSG101-PTAP inh 7%, GALK inh 2% and p53null 32C kill 18%.
O=C(C1CCC1)N1CCCc2cc(S(=O)(=O)N3CCN(c4cccc(Cl)c4)CC3)ccc21 was read as B2AR arrestin ag -1%, NTMT1 inhibitor 8%, FH mod -8%, p53null 39C tox -9%, TSG101-PTAP inh 1%, GALK inh 2% and p53null 32C kill 7%.
`CC(Oc1ccccc1)C(=O)Nc1cccc(-c2cn3cccnc3n2)c1` (stereo unspecified) gave B2AR arrestin ag 0%, NTMT1 inhibitor -2%, FH mod -7%, p53null 39C tox -11%, TSG101-PTAP inh 0%, GALK inh 2% and p53null 32C kill -5%.
For Cc1cc(C)cc(OCC(=O)N(Cc2ccco2)Cc2ccccc2Cl)c1 the results were B2AR arrestin ag -1%, NTMT1 inhibitor -1%, FH mod -15%, p53null 39C tox 40%[activator], TSG101-PTAP inh 1%, GALK inh -12% and p53null 32C kill 34%[activator].

A portion of the library, so the mix of outcomes need not match the whole.
